Screening results from PubChem BioAssay.
KOR beta-arrestin-1 = KOR antagonists, beta-arrestin recruitment, cell-based, luminescence, uHTS (AID 1778); KOR beta-arrestin recruitment, luminescence, antagonist mode; higher % means a stronger effect; inhibition, % at 10 µM; hits with a dose series show IC50 in µM; 290,000 tested, 0.091% active; in the data active = inhibition above about 50%; also: strong numbers were not always called active
NOD1 inhibition = inhibition of NOD1-driven NF-kB reporter – cell-based, luminescence, uHTS, primary screen (AID 1578); NOD1-driven NF-kB luciferase reporter cells, luminescence; higher % means a stronger effect; inhibition, % at 4 µM; hits with a dose series show EC50 in µM; 290,000 tested, 1% active; in the data active = inhibition mostly above about 36%, no sharp cut-off; inactive = mostly below about 34%;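 also: HEK-293T reporter cells stimulated with the NOD1 agonist gamma-tri-DAP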
GPR35 arrestin U2OS = GPR35 antagonists blocking zaprinast-driven arrestin recruitment, primary screen, imaging, U2OS, beta-arrestin-GFP, zaprinast agonist (AID 2058). U2OS GPR35 beta-arrestin-GFP translocation imaging, zaprinast antagonism; higher % means a stronger effect. one-dose inhibition, % at 10 µM; IC50 in µM for titrated hits. 290,000 tested, 0.052% active;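 active = inhibition of at least 50% with at least 30 cells and total cytoplasm GFP at most 10,000,000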
GPR55 activation = selective activators of receptor GPR55 – imaging, U2OS cells, beta-arrestin-GFP redistribution, primary screen (AID 1961); activation, % at 10 µM, or EC50 in µM where a hit was titrated; 290,000 tested, 0.048% active; U2OS GPR55 beta-arrestin-GFP redistribution imaging; higher % means a stronger effect;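 active = activation above 40% with more than 50 cells counted in the well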;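 also: U2OS osteosarcoma cells stably expressing GPR55 and beta-arrestin-GFP; plate controls were DMSO negative control for no effect and LPI positive control for full effect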
KOR beta-arrestin-2 = kappa opioid receptor activators – cell-based, luminescence, uHTS, primary screen (AID 1777). KOR beta-arrestin recruitment, luminescence; higher % means a stronger effect. activation, % at 10 µM, or EC50 in µM where a hit was titrated. 280,000 tested, 0.02% active; in the data active = activation above about 50%, passing the limit was not always enough; also: a part of the inactive calls stands beside numbers as strong as those of hits
GPR55 LPI antagonism = inhibition of LPI-stimulated GPR55 beta-arrestin translocation – imaging, U2OS, beta-arrestin-GFP, LPI agonist, primary screen (AID 2013); inhibition, % at 10 µM; hits with a dose series show IC50 in µM; U2OS GPR55 beta-arrestin-GFP translocation imaging, LPI antagonism; higher % means a stronger effect; 290,000 tested, 0.13% active;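 active = spots per cell inhibited over 60%, with over 100 cells counted and total cytoplasm intensity under 500,000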;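 also: U2OS cells stably carrying GPR55 and arrestin-GFP stimulated by 5 µM LPI near EC80; imaged beta-arrestin-GFP aggregate spots per cell after agonist stimulation; plate controls were LPI-stimulated DMSO wells for no effect and DMSO wells without LPI for full effect; some results filed as inactive read as strong as hits; confirmed hits need IC50 under 10 µM and bright autofluorescent wells are also inconclusive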
UTI89 phage lysis = inhibition of K1F phage lysis, E. coli UTI89, bacterial capsule biogenesis inhibitors, alamar blue (AID 488966); E. coli UTI89 K1F phage lysis, alamar blue, 2 h; higher % means a stronger effect; inhibition, % at 100 µM, or IC50 in µM where a hit was titrated; 340,000 tested, 0.02% active;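 active = phage lysis inhibition, versus mean bacterial control, above a set limit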;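 also: capsule biogenesis inhibitors block K1F phage lysis so surviving cells raise fluorescence; higher fluorescence means more inhibition of phage lysis; actives were called in the ten point dose series up to 300 µM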
MgcRacGAP inhibition = MgcRacGAP GTPase-activating activity inhibitors, confirmation, biochemical, ADP Hunter fluorescence | MgcRacGAP-stimulated Rac1 GTP hydrolysis, ADP Hunter fluorescence; higher % means a stronger effect; GST-tagged Rac1 F28L mutant substrate | inhibition, % at 30 µM; hits with a dose series show IC50 in µM | 340,000 tested, 0.6% active | AID 624330;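 active = first-screen hits whose inhibition reached a set limit at any dose in the follow-up dose series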;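 also: fluorescence reports GDP produced by GAP-driven GTP hydrolysis; strong numbers were not always called active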
NTR1 ag = NTR1-driven beta-arrestin-GFP spot formation – imaging, U2OS cells, high content, primary screen (AID 493036) | P30989 | agonist mode | activation, % at 20 µM | 330,000 tested, 0.17% active;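 active = activation at or above 40% of the spot to cytoplasm intensity ratio, with at least 20 cells analyzed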;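 also: 0% = DMSO without peptide and 100% = 100 nM NTR1 peptide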
Target sequence (P30989 whole entry, looked up): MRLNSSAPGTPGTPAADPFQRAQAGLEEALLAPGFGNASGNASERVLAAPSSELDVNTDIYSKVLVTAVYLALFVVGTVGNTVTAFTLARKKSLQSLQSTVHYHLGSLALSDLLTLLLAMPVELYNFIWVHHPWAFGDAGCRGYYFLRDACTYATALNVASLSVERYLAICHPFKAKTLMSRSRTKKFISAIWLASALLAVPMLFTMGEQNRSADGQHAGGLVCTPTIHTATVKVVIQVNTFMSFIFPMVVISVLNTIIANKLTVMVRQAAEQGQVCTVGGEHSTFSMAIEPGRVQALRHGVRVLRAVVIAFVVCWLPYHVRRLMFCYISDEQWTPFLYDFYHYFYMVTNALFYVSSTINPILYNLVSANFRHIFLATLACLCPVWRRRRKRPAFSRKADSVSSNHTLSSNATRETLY
NTR1 ag cell count 20 µM = further read-out of NTR1 ag, marked with its call; cell count; measured here: cell count, cytotoxicity flag
Numbers without * were called inactive; x = not tested or not shown; [ ] = another dose, or the depositor's remark.

Molecule,KOR beta-arrestin-2,GPR55 activation,GPR35 arrestin U2OS,NTR1 ag cell count 20 µM,MgcRacGAP inhibition,KOR beta-arrestin-1,GPR55 LPI antagonism,NTR1 ag,NOD1 inhibition,UTI89 phage lysis
CCOC(=O)c1ccc(NC(=O)CN(C)S(=O)(=O)c2ccc(Br)s2)cc1,1.2%,-0.1%,-5%,79,7%,21%,1%,0.6,0%,-1.5%
O=C(CN1C(=O)CC(c2ccccc2)S(=O)(=O)c2ccccc21)N1CCCCC1 (stereo not given),1.5%,-0.6%,-3%,31,3%,-12%,-8%,1.2,-12%,0.2%
C=C(C)COc1ccc(-c2[nH]ncc2Oc2ccccc2OCC)c(O)c1,5.2%,-0.1%,6%,45,11%,-37%,-20%,39,8%,0.8%
Cc1nc(C)c(C(=O)NNC(=O)c2ccc(Br)cc2)s1,2.8%,-0.1%,-5%,40,1%,-15%,-9%,-0.3,15%,5.6%
Cc1noc(C)c1S(=O)(=O)N1CCC(C(=O)N2CCC(N3CCCCC3)CC2)CC1,3.4%,-0.2%,2%,59,0%,-14%,-5%,4.9,-37%,2.8%
Nc1c(Cl)ncnc1N/N=C/c1ccncc1,5.3%,-0.1%,8%,45,x,22%,16%,1.7,-7%,x
CC(C)OP(C)(=O)CN1CCN(CP(C)(=O)OC(C)C)CC1 (stereo not given),7.0%,0.2%,-10%,41,2%,40%,0%,-0.9,-24%,2.9%
O=C(Cn1cc([N+](=O)[O-])cn1)Nc1ccn(Cc2c(F)c(F)cc(F)c2F)n1,-0.7%,-0.1%,0%,63,13%,8%,-2%,-1.8,-1%,0.2%
CS(=O)(=O)N1CCN(c2ccccc2NC(=S)NC(=O)c2cccs2)CC1,-7.0%,-0.2%,10%,48,2%,-10%,-2%,8.3,-19%,-0.4%
CCC(CC(C)(C)O)C(=O)NNC(=S)Nc1ccccc1 (stereo not given),x,-0.1%,24%,87,11%,18%[20 µM],19%,0.3,24%,-0.2%
CCCCCC(=O)Nc1nc(C)c(-c2csc(Nc3ccccc3OC)n2)s1,2.6%,-0.1%,0%,91,5%,-25%,4%,2.6,-32%,0.8%
CCN(CC)C(=O)Cn1cc(C(=O)C(=O)NCCc2c[nH]c3ccccc23)c2ccccc21,0.2%,0.5%,-3%,60,7%,-19%,-12%,0.0,-14%,0.8%
CCOC(=O)C1(CCOc2ccccc2)CCN(Cc2ccc(C(=O)OC)cc2)CC1,-3.2%,1.1%,14%,69,9%,-38%[20 µM],11%,2.8,-6%,1.8%
CCOC(CNC(=O)C(=O)NCC(c1ccco1)N1CCN(c2ccc(OC)cc2)CC1)OCC (stereo not given),1.1%,0.1%,-2%,70,-8%,-62%,-5%,0.2,-7%,0.3%
C=CCC(Nc1ccco1)c1ccccc1 (stereo not given),10%,0.6%,17%,49,1%,-3%,4%,-0.8,-11%,-2.9%
CCn1cnc2c1c(=O)n(Cc1csc(-c3ccccc3)n1)c(=O)n2Cc1ccccc1,0.1%,0.2%,2%,68,4%,28%,9%,2.4,-2%,-0.2%
O=[N+]([O-])c1ccc(N2CCN(c3cccc(Cl)c3)CC2)cn1,0.4%,-0.3%,-4%,59,8%,-16%,-4%,4.8,-16%,0.2%
COc1ccc(NC(=O)c2ccc(C)o2)c([N+](=O)[O-])c1,1.5%,0.1%,-16%,55,-3%,13%,7%,-1.0,-26%,4.3%
O=C(NCc1ccc2c(c1)OCO2)c1cc(-c2ccccc2)on1,2.7%,-0.1%,3%,49,-1%,-13%,2%,1.1,-30%,0.0%
CCn1c(CNC(=O)COc2ccc(C(C)C)cc2)nnc1SCC(=O)Nc1ccccc1,-6.6%,-0.2%,5%,36,5%,x,15%,0.9,15%,0.9%

3 compounds out of the list above, sorted by the value under GPR35 arrestin U2OS, lowest first.
Compound | KOR beta-arrestin-2 | GPR55 activation | GPR35 arrestin U2OS | MgcRacGAP inhibition | KOR beta-arrestin-1 | GPR55 LPI antagonism | NOD1 inhibition
CCOC(=O)c1ccc(NC(=O)CN(C)S(=O)(=O)c2ccc(Br)s2)cc1 | 1.2% | -0.1% | -5% | 7% | 21% | 1% | 0%
Nc1c(Cl)ncnc1N/N=C/c1ccncc1 | 5.3% | -0.1% | 8% | x | 22% | 16% | -7%
CCC(CC(C)(C)O)C(=O)NNC(=S)Nc1ccccc1 (stereo not given) | x | -0.1% | 24% | 11% | 18%[20 µM] | 19% | 24%

Further compounds:
Molecule,KOR beta-arrestin-2,GPR55 activation,GPR35 arrestin U2OS,NTR1 ag cell count 20 µM,MgcRacGAP inhibition,KOR beta-arrestin-1,GPR55 LPI antagonism,NTR1 ag,NOD1 inhibition,UTI89 phage lysis
CCOC(=O)N1CCN(S(=O)(=O)c2cn(C)c(=O)n(C)c2=O)CC1,1.8%,-0.2%,14%,40,7%,-18%,4%,-1.6,-5%,2.3%[50 µM]
CCCCN(C(=O)c1cccc(S(=O)(=O)N2CC(C)OC(C)C2)c1)c1c(N)n(CC(C)C)c(=O)[nH]c1=O (stereo not given),2.5%,0.0%,3%,59,4%,-9%,7%,1.3,-47%,0.0%
CCc1cccc(NC(=O)CC2Oc3ccccc3NC2=O)c1 (stereo not given),-1.7%,0.0%,10%,43,2%,7%,9%,1.1,-7%,0.1%
Cc1sc2ncnc(OCC(=O)NCc3cccs3)c2c1C,6.1%,-0.1%,1%,61,6%,31%,7%,-0.6,-36%,0.4%
CC1CC(C)CN(c2ccc([N+](=O)[O-])nc2)C1 (stereo not given),-3.6%,0.8%,-10%,47,5%,0%,1%,2.1,-19%,0.2%
COCCn1c(=S)[nH]c2cc(C(=O)N3CCN(Cc4ccc5c(c4)OCO5)CC3)ccc2c1=O,2.1%,-0.1%,10%,76,10%,-16%,-5%,-0.5,-2%,0.0%
N#Cc1cnc(SCC(=O)Nc2ccccc2C(F)(F)F)nc1N,-4.8%,-0.1%,-27%,65,-2%,-8%,5%,2.3,-24%,6.1%
Cc1c(C(=O)Nc2ccncc2)sc2nc(-c3ccc(F)cc3)cn12,9.7%,0.2%,5%,68,6%,15%,4%,2.9,-46%,-0.7%
CC(=O)c1ccc(OC(C)C)c(CC(C(N)=O)C(N)=O)c1,-4.2%,-0.2%,3%,99,-6%,-4%,6%,1.3,-28%,0.0%
CCOC(=O)C1(Cc2cccc(OC)c2)CCCN(S(=O)(=O)CC)C1 (stereo not given),-3.8%,0.6%,-10%,54,11%,-26%[20 µM],-16%,1.3,-29%,-0.4%
Cc1onc(-c2ccccc2)c1C(=O)Nc1nnc(N(C)Cc2ccccc2)s1,6.8%,-0.1%,-2%,68,8%,4%,23%,1.6,2%,-0.6%
Cn1cccc1C1NC(=O)c2c(sc3c2CCC(C(C)(C)C)C3)N1 (stereo not given),4.0%,-0.5%,12%,52,10%,-28%,5%,7.8,-16%,0.2%
COCCC(=O)N1CCCC(N2CCN(c3ccc(F)cc3)CC2)C1 (stereo not given),-3.8%,0.0%,3%,62,10%,-12%[20 µM],-14%,-1.2,0%,0.1%
COc1ccc(-c2noc(CCCOc3ccc(Cl)cc3Cl)n2)cc1,4.9%,-0.2%,-12%,64,3%,-21%,0%,1.3,-13%,6.2%
O=[N+]([O-])c1ccccc1/C=N/NC1=NS(=O)(=O)c2ccccc21,-5.4%,-0.6%,0%,91,11%,22%,-4%,1.4,-21%,-0.3%
CCCCN(C)CCNC(=O)Cn1c(=O)sc2ccccc21,-0.4%,-0.2%,4%,65,6%,34%,2%,-4.2,11%,3.0%
CCOC(=O)COc1nc(Nc2ccccc2C)nc(N(C)C)n1,2.0%,-0.2%,-11%,73,8%,-11%,0%,-4.5,-7%,-1.4%
CCn1ncc(CNC(=O)CCSc2nc(-c3ccco3)cc(C(F)(F)F)n2)c1C,-3.3%,0.5%,5%,52,14%,-35%,-9%,1.4,-17%,0.9%
COc1ccc(NC(=O)CCS(=O)(=O)c2ccc(OC)cc2)cc1,-1.7%,-0.1%,8%,102,4%,-7%,1%,-0.4,-11%,0.1%
O=C(NCCNCc1ccc(F)cc1)c1ccco1,3.0%,-0.1%,6%,72,15%,11%,3%,-2.7,-15%,0.0%
Cc1cc(NC(=O)c2ccccc2-c2ccccc2)ccc1Br,0.8%,0.0%,-6%,60,4%,-33%,19%,13,-4%,1.4%[50 µM]
Cc1ccc(Cl)cc1NC(=O)CCC(=O)Nc1cc(Cl)ccc1C,-3.9%,-0.1%,-15%,79,6%,10%,13%,0.9,-5%,0.0%
O=Cc1ccc(OCc2cccc(C(F)(F)F)c2)cc1O,2.8%,-0.2%,-13%,53,3%,-31%,9%,15,-4%,-0.1%
Cc1ccc(S(=O)(=O)N(C)Cc2cc3cc(C)ccc3[nH]c2=O)cc1,1.3%,-0.1%,-10%,68,9%,-14%,3%,0.4,-22%,0.2%
O=S(=O)(Nc1nc2ccccc2nc1Cl)c1ccc(F)cc1,x,-0.1%,2%,77,0%,-26%,5%,3.3,-4%,0.3%
COC(=O)c1ccc(NC(=O)CSCc2ccccc2C)cc1,4.1%,-0.1%,13%,57,-1%,-41%,9%,-0.4,-23%,-0.3%
O=C(/C=C/Nc1ccccc1)c1ccc(Oc2ncccn2)cc1,3.6%,0.0%,13%,44,16%,-3%,8%,1.3,-24%,0.6%
Oc1ccc(C2Nc3cccc4cccc(c34)N2)cc1,-4.8%,-0.1%,-6%,61,13%,-30%,5%,2.4,-7%,1.2%
COC(=O)c1ccc(C23CC4(C2)[C@H](CN(Cc2ccc(-c5ccccc5)cc2)[C@@H]4c2ccccc2)C3c2ccc(C(F)(F)F)cc2)cc1 (stereo not given in full),1.1%,-0.1%,-1%,94,x,19%,9%,2.5,-10%,x
O=C(NCc1ccco1)C(c1ccc(F)cc1)N(CC1CCCO1)C(=O)Cn1nnc2ccccc21 (stereo not given),3.4%,0.0%,1%,57,5%,-16%,-10%,0.2,14%,0.4%
CCOc1ccc(-c2nnc(-c3ccccc3)o2)cc1,-4.2%,-0.3%,26%,39,7%,-9%,-3%,-0.2,-24%,1.4%

This is a subset; the hit share may differ from the screen's.
